# From PubChem
# NPYLR7 agonist: mosquito NPYLR7 agonism; HEK293T NPYLR7/Galpha15, GCaMP6s calcium fluorescence; activation, % at 10 µM; actives 0.15% (n = 270,000); AID 1259423; in the data active means activation above about 40%;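 further: 0% = vehicle and 100% = reference agonist at the receptor; some compounds past the cut are filed as inactive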
# mcGAS inh: inhibitors of mouse cGAS | actives 0.15% (n = 160,000) | recombinant cGAS, Kinase-Glo ATP depletion luminescence | inhibition, % at 12.5 µM;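 further: 0% = negative control wells and 100% = reference inhibitor with no enzyme activity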
# hcGAS inh: inhibitors of human cGAS; actives 0.081% (n = 290,000); Q8N884; recombinant h-cGAS, ATP depletion, Kinase-Glo luminescence; inhibition, % at 12.5 µM;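 further: 0% = vehicle reaction and 100% = reaction without DNA for no activity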
# Target sequence (Q8N884 whole entry, looked up): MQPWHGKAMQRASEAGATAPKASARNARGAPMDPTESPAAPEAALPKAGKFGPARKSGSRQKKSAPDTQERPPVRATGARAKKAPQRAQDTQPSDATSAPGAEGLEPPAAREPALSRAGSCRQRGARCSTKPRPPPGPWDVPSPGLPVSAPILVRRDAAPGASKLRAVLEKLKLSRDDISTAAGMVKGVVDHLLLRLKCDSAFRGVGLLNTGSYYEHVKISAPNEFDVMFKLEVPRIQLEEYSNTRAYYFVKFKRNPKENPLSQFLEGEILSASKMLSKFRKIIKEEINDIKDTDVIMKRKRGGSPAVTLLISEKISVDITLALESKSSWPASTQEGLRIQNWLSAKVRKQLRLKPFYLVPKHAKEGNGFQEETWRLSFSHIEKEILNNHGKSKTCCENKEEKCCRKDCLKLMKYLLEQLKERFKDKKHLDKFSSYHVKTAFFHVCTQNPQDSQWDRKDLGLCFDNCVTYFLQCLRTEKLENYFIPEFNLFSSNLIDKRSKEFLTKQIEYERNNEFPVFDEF
# An asterisk follows results filed as active; x = no result given; & = joins results of further samples. Unless noted, no stated cut-off is given here; in the data, active means inhibition above about 40%; inactive means the rest.
nr	SMILES	mcGAS inh	hcGAS inh	NPYLR7 agonist
1	CC(=O)Nc1ccc(NC(=O)NC(C)C(C)(C)C)c(Cl)c1 (stereo not given)	x	-17	-5
2	COC(=O)c1ccc(NC(=O)N2CC(=O)N3CCc4c(F)cccc4C3C2)cc1 (stereo not given)	-7	-6	-1
3	CCCCCCc1ccc(C(=O)N2CCC3(CC2)SCCN3C(=O)c2cccc(OC)c2)cc1	-6	-12	x
4	O=C1NCC(=O)N2CCN(C(=O)Nc3ccccc3Oc3ccccc3)CC12 (stereo not given)	x	3	0
5	CC1(C)C2CCC1(CS(=O)(=O)n1cnc3ccccc31)C(=O)C2 (stereo not given)	x	-7	2
6	O=C1CCCN1CCN1CCOC(Cc2ccccc2Cl)C1 (stereo not given)	-4	7	0
7	CN(Cc1nccn1C)C(=O)c1ccc(OC(C)(C)C)cc1	x	-11	-1
8	COc1cc(C2CN(C(=O)c3ccccc3C)CC2C(=O)NC(C)C)cc(OC)c1OC (stereo not given)	x	-12	7
9	Fc1ccc(F)c(-n2c(Cc3csc4nc(-c5ccccc5)nn34)n[nH]c2=S)c1	-3	-4	5
10	CC1OC2Cc3ccccc3C2N(Cc2ccc(OC(F)(F)F)cc2)C1=O (stereo not given)	x	7	0
11	Cc1ccccc1C(=O)N1CCC(C(=O)Nc2ccc(CC#N)cc2)CC1	x	-13	3
12	O=C(c1cc(CN2CCC(Cc3ccccc3)CC2)on1)N1CCCC1	x	-1	2
13	CSCC[C@@H](CO)n1ccnc1-c1ccccc1C(=O)O	-15	-8	6
14	O[C@H]1CO[C@@H]2CC[C@@H](NCc3cc(Cl)cc(Cl)c3)[C@@H]1C2	-11	-6	15
15	CC1CCc2nc(NC(=O)C3Cc4ccccc4O3)sc2C1 (stereo not given)	x	1	-3
16	N#CCc1nc(CSc2nnnn2-c2ccccc2)cs1	x	-4	8

# Part of the list above, screen by screen:
[9] Fc1ccc(F)c(-n2c(Cc3csc4nc(-c5ccccc5)nn34)n[nH]c2=S)c1
[10] CC1OC2Cc3ccccc3C2N(Cc2ccc(OC(F)(F)F)cc2)C1=O (stereo not given)
[11] Cc1ccccc1C(=O)N1CCC(C(=O)Nc2ccc(CC#N)cc2)CC1
[12] O=C(c1cc(CN2CCC(Cc3ccccc3)CC2)on1)N1CCCC1
[13] CSCC[C@@H](CO)n1ccnc1-c1ccccc1C(=O)O
[14] O[C@H]1CO[C@@H]2CC[C@@H](NCc3cc(Cl)cc(Cl)c3)[C@@H]1C2
[15] CC1CCc2nc(NC(=O)C3Cc4ccccc4O3)sc2C1 (stereo not given)
Compound | 9 | 10 | 11 | 12 | 13 | 14 | 15
mcGAS inh | -3 | x | x | x | -15 | -11 | x
hcGAS inh | -4 | 7 | -13 | -1 | -8 | -6 | 1
NPYLR7 agonist | 5 | 0 | 3 | 2 | 6 | 15 | -3

# Continued:
nr	SMILES	mcGAS inh	hcGAS inh	NPYLR7 agonist
17	CCC(C(=O)N1CCC2(CC1)C(=O)NCCN2C)n1cccn1 (stereo not given)	x	-6	7
18	Cc1ccc(NC(=O)c2ccc(C)c(S(=O)(=O)Nc3ccc(C)cc3)c2)cc1	-6	5	3
19	Cc1cc(-n2cccn2)ccc1CN1CCC(CO)(Cc2ccccc2)CC1	-3	-7	16
20	CCOC(=O)CN(C)C(=O)c1coc(COc2ccccc2F)n1	x	5	4
21	CNC(=S)N1N=C(c2ccc(Br)cc2)CC1c1ccc(OC)cc1 (stereo not given)	x	-2	1
22	CCOC(=O)c1c(C)c(CCC(=O)NC2CCCCC2)n(CC)c1C	-6	-12	x
23	CCOC(=O)c1cc([N+](=O)[O-])[nH]n1	x	-3	6
24	COc1ccc(N2CCN(C(=S)Nc3ccccc3)CC2)cc1	-4	-10	-7
25	COc1ccc2cc(-c3[nH]ncc3CN3CCCC3c3ccccn3)ccc2c1 (stereo not given)	x	-6	3
26	CCn1c(C)cc(O)c(C(c2ccccc2OC)N2CCN(CCO)CC2)c1=O (stereo not given)	x	-10	11
27	CCCn1c(C)c(C)n2c3c(=O)n(CC(N)=O)c(=O)n(C)c3nc12	x	-7	6
28	CC(CCc1ccccc1)NC(=O)NCCC1CCCC1 (stereo not given)	x	-3	4
29	Cc1cc(NC(=O)C(C)(C)Oc2ccc(Cl)cc2)n(-c2nc(C)c(C)c(=O)[nH]2)n1	-8	-10	10
30	COc1ccc(S(=O)(=O)Oc2cccc(CN(CC3CCCO3)C(=O)C3CCC3)c2)cc1 (stereo not given)	-5	-11	7
31	O=S(=O)(c1cc(Cl)cc(Cl)c1O)N1CCCCC1	x	-4	1
32	CN1CCN(C(=O)C2=CC(c3ccco3)=NS(=O)(=O)N2C)CC1	x	0	3
33	COC(=O)CSc1ncc(-c2ccc(F)cc2)c(C2CCCN(C(=O)c3csc(C)n3)C2)n1 (stereo not given)	-11	-8	24
34	COc1ccccc1CCC(=O)N1CCC(n2cnc3ccccc32)CC1	-5	0	3
35	O=C(NCCN1C(=O)SC(=Cc2ccc(Cl)cc2Cl)C1=O)c1ccc(-n2cnnn2)cc1	-6	-2	1
36	Cc1nnc(SCC(=O)NC(C)Cc2cnccn2)s1 (stereo not given)	-3	-1	3
37	COc1ccc(-c2cnc3ncnn3c2N2CCCC(C(F)(F)F)C2)cc1 (stereo not given)	-6	-3	18
38	Cc1ccc(-c2nc(NC(=O)Cn3cccnc3=O)sc2C)s1	x	1&-13	-1&8
39	O=C1NCC(c2ccc(Cl)cc2)Cc2[nH]c(-c3nnc4n3CCC4)nc21 (stereo not given)	-11	-6	-1
40	CC1CCCC(NC(=O)C2CCN(c3nnc(N4CCCC4=O)s3)CC2)C1C (stereo not given)	-1	1	x
41	C=C1c2ccccc2N=C(SCC(=O)NCC(F)(F)F)N1C	x	-8	-1
42	CCOc1ccc(C(=O)NCCc2cc3ccc(C)cc3[nH]c2=O)cc1	-7	-5	1
43	CCOc1ccc(CNC(=O)C(=O)c2c(C)n(C)c3ccccc23)cc1OC	-4	-4	-2
44	O=C(O)/C=C/c1cccc(-c2nccnc2NCCc2ccccn2)c1	-2	-5	-7
45	CCSc1nc2c([nH]c3ccccc32)c(=O)n1CCOC	-6	-5	1
46	Cc1cccc(CSc2nc(=O)n(CCCO)c3c2CCC3)c1	-8	-7	-6
47	O=C(NCCNc1cccc2ccccc12)c1cccnc1Oc1cccc([N+](=O)[O-])c1	-5	-8	-17
48	CC(C)(C)c1ccc2oc(=O)n(C3CCN(C(=O)c4cncc(Br)c4)CC3)c2c1	-5	0	22
49	Cc1cccc(OCCC(=O)NNC(=O)c2ccoc2C)c1	x	-2	23
50	CC(C)(C)c1ccc(C(=O)N2CCC2(C)C(=O)Nc2ccccc2Br)cc1 (stereo not given)	-5	-8	9
51	CCOC(=O)CC1=NC(C)(C)CC2=C(OC)C3(C=CC2=C1)CC(C)(C)N=C3CC(=O)OCC (stereo not given)	x	-6	3
52	COc1ccc(C(=O)OC2CCCCCC2)cc1S(=O)(=O)N1CCCC1	-7	-9	14
53	CCCCN(Cc1cccc(OC)c1)C(=O)c1cnc(C)[nH]1	-8	-5	3
54	C=C1C(=O)O[C@@H]2C[C@@]3(C)CCC[C@H](C)C3=C[C@H]12	93*	-4	-6
55	COc1cc(OC)c2cc(C(=O)N(C)Cc3cnn(C)c3)[nH]c2c1OC	x	-1	-4
56	Cc1ccccc1CN(C)C(=O)c1ccnc(NC2CC2)c1	x	-5&-5	-2&-14
57	O=C1OC(C2COC3(CCCCC3)O2)C2OC3(CCCCC3)OC12 (stereo not given)	x	8	3
58	O=C(CCC1CCCC1)N1CCN(Cc2nnnn2-c2ccc(Cl)cc2)CC1	-2	-4	-1
59	CN(c1ccc(F)cc1)S(=O)(=O)c1c(-c2ccccc2)csc1C(N)=O	-9	-7	x
60	CCCC1(C(=O)NCC(O)c2c(Cl)cccc2Cl)CCC1 (stereo not given)	x	2	1
61	O=C(CNc1ncc(C(F)(F)F)cc1Cl)N1CCc2ccccc21	x	11	1
62	O=C1OC(c2ccc3c(c2)OCO3)=NC1=Cc1cccc(F)c1	x	-6	-4
63	O=C(C1CC1)N(c1cccc(Cl)c1)C1C=CS(=O)(=O)C1 (stereo not given)	0	1	0
64	COc1ccc2c(c1OC)CN(S(=O)(=O)c1ccc(C(=O)NC(C)c3ccc(F)cc3)o1)CC2 (stereo not given)	-4	-8	x
65	CN1CC(c2nc3ccccc3n2Cc2ccc(Cl)c(Cl)c2)CC1=O (stereo not given)	-9	-8	-2
66	CC1CCC(NC(=O)CN2CCN(c3ccc(Cl)cn3)CC2)CC1 (stereo not given)	x	-6	-3
67	O=S(=O)(N1CCCC1)N1CCc2c(ncnc2N2CCOCC2)C1	x	-7	7
68	O=C(CSc1ncnc2sc3c(c12)CCC3)NCC(F)(F)F	x	-2	-3
69	Oc1cc2c(cc1CN1CCN(c3ncccn3)CC1)OCO2	x	3	3
70	Nc1ccn(C2CSC(CO)O2)c(=O)n1 (stereo not given)	x	-4	-6
71	CN(C(=O)NCc1ccccc1Oc1ccccc1)C1CCOCC1	x	-14	4
72	Cc1ccc(S(=O)(=O)C(C)c2ncc(C(C)(C)C)o2)cc1C (stereo not given)	x	-4	4

# The results go on.
nr	SMILES	mcGAS inh	hcGAS inh	NPYLR7 agonist
73	CCn1cc(CNCc2cn(C)nc2-c2ccc(C3CCCCC3)cc2)cn1	-13	-12	11
74	Cc1ccccc1-c1noc(C2CCCCC2)n1	-5	-6	4
75	O=C(CCCn1ccnc1)N1CCC2(CCNCC2)CC1	x	-6	6
76	CC(C)C[C@@H](N)C(=O)NCc1nncn1C1CCCCC1	x	-10	1
77	CCOC(=O)COn1c(=O)c(-c2ccc(C)cc2)[n+]([O-])c2ccccc21	x	-3	-4
78	Cc1ccc(C(=O)NC2CC3CCC2C3)c(C2CCN(CC3CCCCC3)CC2)n1 (stereo not given)	-7	-13	x
79	Cc1[nH]n(-c2ccccc2)c(=O)c1C(C[N+](=O)[O-])c1ccc(Cl)cc1 (stereo not given)	x	0	-1
80	COC(=O)c1c(NC(=O)CSc2nncs2)sc2c1CCCCC2	x	-4	8
81	Cc1cc(C)c(C(=O)N2CCOC(Cc3ccc(F)cc3)C2)o1 (stereo not given)	x	-5	10
82	CSCC(=O)Nc1nc(-c2c(C)cc(C)cc2C)cs1	x	-13	-17
83	Cc1sc(N/N=C\c2cccc(O)c2)nc1-c1ccccc1	-3	-4	0
84	O=C(c1ccc2c3c(cccc13)CC2)C1CCCN(C(=O)c2cc3ncccn3n2)C1 (stereo not given)	-6	-3	7
85	COC(=O)NC(C)c1ccc(C)cc1C (stereo not given)	x	-14	0
86	CC(NS(=O)(=O)N1CCCCCC1)c1ccc2c(c1)CCO2 (stereo not given)	x	-2	3
87	O=C(NCc1ccccn1)C1CCN(Cc2cc3n(n2)CCCNC3)CC1	x	-8	4
88	O=c1[nH]nc(CN2CCOCC2)n1-c1ccc2c(c1)OCO2	0	0	1
89	COc1nc2c(cc1C(=O)N1Cc3cnc(CC(C)C)nc3C1)CCC2	-12	-7	15
90	CCS(=O)(=O)CCNC(=O)NCCC(C)(C)C	-18	-3	5
91	CCCCCN(C(=O)NC(=O)NCCCC)S(C)(=O)=O	x	-8	5
92	COc1ccccc1N1CCN(c2ccc(NC(=O)Nc3c(C(C)C)cccc3C(C)C)cc2C(=O)NC(C)c2ccccc2)CC1 (stereo not given)	-4	-3	15
93	O=C(c1ccc(Cl)cc1)N(Cc1ccco1)Cc1c(-c2ccccc2)noc1N1CCCC1	0	-1	-8
94	COc1ccc(C(=O)NC(C(=O)NCC(C)C)C2CCN(C(=S)Nc3ccc(F)cc3)CC2)cc1 (stereo not given)	-4	-3	5
95	C=CCSc1nnc(NC(=O)c2ccccc2Br)s1	-3	-5&-1	-5&20
96	Cc1nnnn1-c1cc2c(s1)CCCC2	x	-2	2

# Screen by screen, from the results shown.
# hcGAS inh, compounds 89 to 96: -7, -3, -8, -3, -1, -3, -5&-1, -2

# Continuation.
nr	SMILES	mcGAS inh	hcGAS inh	NPYLR7 agonist
97	C=CCn1c(=O)c2ccccc2n2c(=S)n(CN(C)Cc3ccc4c(c3)OCCO4)nc12	-7	-1	1
98	O=C(c1cccs1)N(Cc1cccc(F)c1)CC1CC(c2ccccc2F)=NO1 (stereo not given)	-7	-7	14
99	COc1ccc(-c2noc(C3CCN(C(=O)c4c(Cl)cc(Cl)cc4Cl)CC3)n2)cc1	-4	-5	4
100	CCOC(=O)c1c(NC(=O)c2noc(C(C)C)c2[N+](=O)[O-])sc(C)c1C	-3	-5	7
101	C#CCOCC(O)CN(CCC(C)C)Cc1ccc(C)s1 (stereo not given)	-5	-12	21
102	COc1c(C)cc(-c2ccc(C(=O)N(C)C)o2)cc1C	x	-4	-2
103	CC1(C)CC(=O)C(C=NCCCNC2CCCCC2)=C(O)C1	x	-8	-1
104	O=c1ccc(-c2ccccc2)nn1CCCNS(=O)(=O)c1cccnc1	x	4	-4
105	CCCCc1ccc(C(=O)NNC(=O)c2ccc[nH]2)cc1	-12	-3	-1
106	CC(C)=NOC(C)C(=O)N1CCN(Cc2c(-c3ccccc3)nc3ccccn23)CC1 (stereo not given)	x	-2	8
107	CC1CC(C)CN(C(=O)CSc2n[nH]c(-c3ccccc3Br)n2)C1 (stereo not given)	x	-6	1
108	N#Cc1cc(NC(=O)c2ccc(F)cc2)c(=O)n2c1sc1ccccc12	x	-5	13
109	O=C1/C(=C/c2ccc(-c3ccc(Cl)c(Cl)c3)o2)C=C(c2ccccc2)N1c1cccc(Cl)c1	-7	-5	-1
110	O=C(CSc1nnc2ccc(-c3cccnc3)nn12)N1CCCCC1	2	6	-17
111	COc1cccc(Cc2nsc(Oc3cc(C(=O)N4CCN(c5ccccc5Cl)CC4)ccc3OC)n2)c1	-6	-9	10
112	Cc1cc(C(=O)N2CCN(c3ccc(NC(=O)c4ccco4)cn3)CC2)no1	-4	-2	1
